Mdm2 MdmX PPI: human Mdm2/MdmX binding inhibition; O15151+Q00987; AID 485346; inhibition, % at 8 µM; hit rate 3% among 330,000; SaOS-2 split-luciferase Mdm2/MdmX complementation, luminescence;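 active means inhibition of at least 50% at 8 µM in the primary screen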
XBP1 UPR activ: activators of adaptive arm of unfolded protein response (XBP1); CHO-XBP1 luciferase reporter, IRE1-XBP1 UPR activation, luminescence; percent of tunicamycin response, DMSO as zero; activation, % at 20 µM; hit rate 0.33% among 330,000; AID 463104;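 active means versus positive control, 20 µM dose yields 30% or more activation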;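 further: 100% = tunicamycin at 10 µg/mL and 0% = DMSO only wells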
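assay system = CHO-XBP1 luciferase reporter cells | amount = 1000 cells/well | buffer or medium = F12 plus 10% FBS | compound dosing = single point, 20 µM final compound, 1% DMSO | incubation = 16-18 h cell attachment at 37 °C, then 6 h compound exposure | detection = Steady-Glo luminescence read | controls = tunicamycin 10 µg/mL and vehicle-only wells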
tim23-1 inh: tim23-1 yeast growth inhibition; S. cerevisiae tim23-1 growth, BacTiter-Glo luminescence, 24 h; inhibition, % at 20 µM; hit rate 1.3% among 330,000; AID 463212;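 active means growth inhibition of the mutant yeast at or above 50%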;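 further: temperature-sensitive mutant grown at 25 °C; plate controls were DMSO-treated mutant yeast for no effect and medium wells lacking yeast for full effect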
Jurkat NFkB inh: inhibitors of the PMA/ionomycin-induced NF-kB reporter in Jurkat cells; PMA/ionomycin-induced NF-kB luciferase reporter, luminescence; inhibition, % at 4 µM; hit rate 0.53% among 330,000; AID 435003; in the data active means inhibition above about 50%
CHOP UPR activ: activators of apoptotic arm of unfolded protein response (CHOP) | hit rate 0.34% among 330,000 | CHO-CHOP luciferase reporter, UPR activation, luminescence; percent of tunicamycin response over DMSO baseline | AID 449763 | activation, % at 10 µM;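 active means at 10 µM dose, activation of 40% or more, normalized to positive control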;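 further: 100% = tunicamycin at 10 µg/mL and 0% = DMSO alone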
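Assay system: CHO cells with stable CHOP pathway luciferase reporter; Buffer or medium: F12 plus 10% serum; Times: 16-18 h cell attachment, then 6 h compound exposure, 37 °C; Signal: luciferase luminescence; Read-out basis: percent activation relative to tunicamycin control; Control set: tunicamycin high control, DMSO low control.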
APJ antagonist: antagonists of human APJ apelin receptor | CHO-K1 APJ beta-arrestin complementation, luminescence | inhibition, % at 20 µM | hit rate 0.32% among 330,000;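 active means inhibition above about 40% at 20 µM, limit read from the data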;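 further: cells challenged with 10 nM apelin-13 agonist together with compound; plate controls were apelin-13 plus DMSO wells for no effect and DMSO wells lacking apelin-13 for full effect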
Target sequence (P35414 whole entry, looked up): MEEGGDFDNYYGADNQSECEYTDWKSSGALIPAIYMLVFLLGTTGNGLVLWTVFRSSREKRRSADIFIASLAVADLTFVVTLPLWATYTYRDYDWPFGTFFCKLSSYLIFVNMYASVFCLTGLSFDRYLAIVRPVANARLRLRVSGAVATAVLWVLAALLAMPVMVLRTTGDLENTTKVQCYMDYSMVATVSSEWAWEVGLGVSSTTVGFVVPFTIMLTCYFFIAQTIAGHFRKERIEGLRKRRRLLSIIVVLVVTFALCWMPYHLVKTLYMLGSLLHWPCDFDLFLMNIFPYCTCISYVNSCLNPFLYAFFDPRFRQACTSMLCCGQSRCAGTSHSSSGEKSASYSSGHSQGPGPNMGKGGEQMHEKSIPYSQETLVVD
APJ ag: APJ receptor agonism; P35414; CHO-K1 APJ PathHunter beta-arrestin, luminescence; 0% DMSO wells, 100% apelin; activation, % at 20 µM; hit rate 0.11% among 330,000; AID 2520;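 active means activation more than six SD over the plate average, tested at 20 µM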;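 further: 0% = DMSO alone and 100% = apelin-13 at 10 nM; some results filed as inactive read as strong as hits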
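assay system = CHO-K1 APJ beta-arrestin complementation cell line | input = cell density 1000 per well | dosing = compound 20 µM once, DMSO 1% | timing = compound 90 min 25 °C, reagent 1 h | measured by = luminescence from split beta-galactosidase complementation, Galacton Star/Emerald II substrate | read-out basis = APJ agonist activity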
697 NFkB inh: inhibitors of the PMA/ionomycin-induced NF-kB reporter in 697 B cells. inhibition, % at 4 µM. 697 B-cell NF-kB luciferase reporter, 16 h. hit rate 0.33% among 330,000. AID 435022; in the data active means inhibition above about 35%
* hit, by the source's call.

molecule	Mdm2 MdmX PPI	XBP1 UPR activ	tim23-1 inh	Jurkat NFkB inh	CHOP UPR activ	APJ antagonist	APJ ag	697 NFkB inh
CC(C)C[C@H](NC(=O)OC(C)(C)C)C(=O)N/N=C/c1ccc2nccnc2c1	-45.6	-2.8	6.4	-14.1	-0.5	-9.9	-3.3	-2.0
CN1CCN(CC#CCC(O)(c2ccccc2)C2CCCC2)CC1 (configuration not stated)	7.6	2.4	9.3	1.5	-0.7	-15.2	-3.1	1.8
Cc1nn(C)c(C)c1S(=O)(=O)N(CC(=O)NCCCOC(C)C)c1ccc(C(C)C)cc1	9.0	1.2	13.1	1.2	0.0	11.2	-2.3	6.0
O=C(Nc1cccc(F)c1)NC1CCCCC1	2.9	0.1	28.8	-27.6	3.6	17.1	-2.5	-7.8
CNC(=S)N(Cc1ccc(Cl)cc1)Cc1cccs1	-6.3	-0.6	7.9	2.6	-0.9	2.1	5.0	-7.4
CN(C)CCCNc1c2ccccc2nc2ccccc12	100.3*	-4.6	-31.6	99.4*	-3.0	4.6	1.4	34.5
N/C(=N\O)c1ccc([N+](=O)[O-])s1	13.9	6.8	13.2	-4.8	0.5	-21.2	2.7	-4.3
O=C(Nc1cccc(Br)c1)c1ccc2nc(N3C(=O)CCC3=O)sc2c1	-13.6	-2.1	18.9	-12.7	0.5	-2.4	-1.7	-15.6
O=c1[nH]c(C2CCN(S(=O)(=O)c3ccccc3)CC2)nc2c1nnn2Cc1ccc2c(c1)OCCO2	23.0	-4.4	10.1	17.7	2.9	-0.2	1.2	5.4
CCC(O)C1CCN(C(=O)c2cc(COc3ccc4ncccc4c3)on2)CC1 (configuration not stated)	14.7	-3.1	10.4	56.2*	2.4	0.7	1.2	-6.1

Next part
molecule	Mdm2 MdmX PPI	XBP1 UPR activ	tim23-1 inh	Jurkat NFkB inh	CHOP UPR activ	APJ antagonist	APJ ag	697 NFkB inh
N#Cc1ccsc1NC(=O)CN1CCN(S(=O)(=O)c2cc(Cl)ccc2Cl)CC1	20.2	-4.0	8.3	-13.8	-1.6	-31.8	-2.1	-1.0
CNC(=O)C(Sc1nc(C)nc2c1oc1ccccc12)C(C)=O (configuration not stated)	13.8	-1.3	23.0	7.9	0.2	2.9	-7.3	11.2
Cc1ccc(C2N(c3nccs3)C(=O)C3CCCN32)cc1 (configuration not stated)	20.3	-1.3	6.9	-15.3	1.0	-17.4	5.6	-18.3
CN(C)c1ccc(-c2noc(C3CCN(S(=O)(=O)c4ccc(C(=O)O)cc4)CC3)n2)cc1	-2.1	0.0	11.6	-6.6	-0.7	6.5	-3.1	1.4
Cc1ccc(NC(=O)CSc2nccn2C)cc1F	20.7	1.3	11.7	-47.8	5.3	7.1	-2.2	-47.0
Cc1cccc(C)c1NC(=O)CSc1nnc(-c2ccccc2)n1Cc1ccc2c(c1)OCO2	10.9	-2.1	4.0	-1.5	2.7	-3.5	-2.1	19.2
COc1ccc(Nc2ccc(OC)cc2)cc1	21.7	4.9	20.6	19.8	6.2	-17.6	1.5	6.1
Cc1c(C(=O)Nc2ccc(C(F)(F)F)cc2)sc2ncn(CC(=O)N3CCN(c4ccccn4)CC3)c(=O)c12	38.8	-5.0	5.3	10.7	1.4	10.2	1.5	-39.9
COc1ccc(NC(=O)CSc2nnc(CN3CCOCC3)n2-c2ccccc2)cc1Cl	8.3	0.6	11.9	-16.6	1.4	-11.7	-2.7	-20.2
O=C(OCC(=O)N1CCc2ccccc21)c1ccc([N+](=O)[O-])cc1	-5.5	1.0	-6.5	-0.1	-1.2	2.8	1.0	10.6

Other structures:
molecule	Mdm2 MdmX PPI	XBP1 UPR activ	tim23-1 inh	Jurkat NFkB inh	CHOP UPR activ	APJ antagonist	APJ ag	697 NFkB inh
O=C(NC1CCN(C(=S)NCCc2ccccc2)CC1)C1CCCCC1	3.3	1.1	5.4	1.7	-2.7	10.6	-2.0	15.6
COc1cc2c(cc1OC)CN(C(=O)c1ccc(S(=O)(=O)N3CCCC3)cc1)CC2	-12.4	-1.1	7.9	-18.3	-0.5	-9.9	-2.2	7.3
CCNC(=S)N/N=C/c1ccc(C(=O)O)cc1	17.6	0.7	13.3	3.3	-0.3	11.3	0.6	1.6
COc1ccc(OC)c(C(c2nnnn2CCC(C)C)N2CCN(C(=O)c3ccco3)CC2)c1 (configuration not stated)	-12.7	-1.0	12.9	-6.5	-1.1	9.3	-2.9	-23.2
NC(=O)c1c(NC(=O)CCCn2cnc([N+](=O)[O-])n2)sc2c1CCCC2	-1.6	-1.2	-1.2	1.7	-0.3	-2.7	-2.9	1.9
CN(C(=O)c1cc(-n2cnnc2)ccc1Cl)c1ccccc1	12.2	0.8	0.8	-2.8	0.6	0.2	-1.7	-4.6
COc1ccc(Cl)cc1NC(=O)CNCc1cccs1	-25.3	-1.3	36.1	-0.2	0.9	16.8	-1.8	7.4
O=C(/C=C/c1cccc([N+](=O)[O-])c1)NCC1CCCO1 (configuration not stated)	19.2	0.2	1.2	-8.5	3.7	23.6	0.9	-4.7
CN(Cc1ccccc1)C(=O)COC(=O)c1ccc(Cl)c(N)c1	3.3	1.0	-0.2	-6.1	3.2	-11.7	-2.3	8.9
CCN(CC)S(=O)(=O)c1ccc(N2CCOCC2)c(NC(=O)CCC2CCCCC2)c1	-2.1	-1.2	20.6	-15.7	0.8	-1.1	-2.9	-3.1

The list goes on:
molecule	Mdm2 MdmX PPI	XBP1 UPR activ	tim23-1 inh	Jurkat NFkB inh	CHOP UPR activ	APJ antagonist	APJ ag	697 NFkB inh
CCOC(=O)c1sc(NC(=O)c2ccc(S(=O)(=O)N(C)C)cc2)cc1C	17.9	4.8	-1.8	-6.8	-0.2	14.5	0.2	-46.4
NC(=O)CSc1nc2cccnc2n1-c1ccc(F)cc1	-24.7	-2.4	12.5	-19.6	-0.6	-24.9	3.2	-47.8
COc1ccccc1OCC(=O)Nc1ccccc1C(=O)N1CCCCC1	-22.7	-5.2	25.5	10.3	-0.5	7.2	6.7	-3.2
CN(Cc1ccc2c(c1)OCCO2)C(=O)CN1C(=O)NC2(CCCCC2)C1=O	23.6	-3.2	-15.3	-23.2	-0.5	8.4	-7.8	4.5
Cc1ccc(C(=O)OC2OC(=O)C(Cl)=C2N2CCOCC2)cc1 (configuration not stated)	-5.2	-2.5	26.2	14.6	-0.4	17.3	1.1	15.3
NNC(=O)c1oc2nc(-c3cccs3)cc(-c3ccco3)c2c1N	15.2	6.1	48.0	12.3	6.1	9.9	-1.7	2.9
CCCCNC(=O)c1ccccc1NC(=O)CCSc1ccccc1	20.3	-1.3	19.0	6.5	0.4	-1.0	-1.8	5.0
COc1ccc(N2CC(NS(=O)(=O)c3ccc4ccccc4c3)CC2=O)cc1 (configuration not stated)	4.4	-6.2	14.0	4.0	-0.7	1.3	-4.6	3.9
CCOC(=O)CSc1nnc(CNc2ccc(Cl)cc2)n1-c1ccccc1	-6.0	0.5	-20.5	-0.5	0.1	0.7	2.4	17.3
CN(c1ccccc1)c1nc(N2CCCC2)nc(-n2ccnc2)n1	22.3	4.5	-38.6	6.3	1.2	21.9	-0.6	-27.6

Next section.
molecule	Mdm2 MdmX PPI	XBP1 UPR activ	tim23-1 inh	Jurkat NFkB inh	CHOP UPR activ	APJ antagonist	APJ ag	697 NFkB inh
CCOC(=O)N/N=C\c1ccc(OC(=O)c2ccco2)cc1	-4.5	1.2	9.5	2.4	2.3	-19.1	0.1	-20.2
Nc1cccc(N2C(=O)c3cccc4c(N)ccc(c34)C2=O)c1	-10.4	-2.2	3.5	5.3	-1.2	30.4	-1.2	-3.1
Cc1nc(-c2cccc(NC(=O)c3cccc(S(=O)(=O)N4CCCC4)c3)c2)cs1	20.6	0.1	35.5	-14.1	2.5	-10.5	6.0	2.3
COc1ccc(CCC(=O)N2CCN(C(=O)c3ccccc3)CC2)cc1	-16.9	-0.1	-2.2	1.1	-1.6	13.8	0.6	3.7
COc1ccccc1N1CC(C(=O)Nc2nc(C)cs2)CC1=O (configuration not stated)	-14.6	-1.1	35.5	4.3	-2.6	-25.6	-3.6	-6.2
Cc1nn(C)cc1C1Nc2ccccc2C(=O)N1O (configuration not stated)	10.0	-1.1	-13.6	-20.9	-0.3	9.7	-7.1	-15.3
Oc1ccc(C[C@@H]2CNCCN2CCc2cccc(F)c2)cc1	16.6	-0.6	6.9	19.6	-2.7	5.7	3.9	26.8
COc1ccc(/C=C2\SC(=O)N(CCNC(=O)Cc3coc4cc(C)ccc34)C2=O)cc1OC	13.2	-2.2	-12.8	9.2	0.0	0.7	1.7	1.1
CC(C)CNC(=O)COC(=O)c1cc(S(=O)(=O)N(C)C)ccc1N1CCCC1	19.9	-0.7	13.9	-5.5	0.1	6.1	-2.7	-1.0
CCCCn1c(N)c(N(CC(C)C)C(=O)Cn2c(=O)cnc3ccccc32)c(=O)[nH]c1=O	-23.0	-0.4	7.4	7.1	-1.7	11.3	10.9	14.3

Next part:
molecule	Mdm2 MdmX PPI	XBP1 UPR activ	tim23-1 inh	Jurkat NFkB inh	CHOP UPR activ	APJ antagonist	APJ ag	697 NFkB inh
Cc1csc(SCC(=O)NCc2cccs2)n1	6.4	-3.1	-4.4	5.1	-0.2	11.3	-1.3	19.7
CCOC(=O)C1(Cc2ccccc2C)CCCN(C(=O)c2cc(CC)nn2C)C1 (configuration not stated)	2.2	1.2	34.8	1.3	0.2	6.1	-4.7	3.9
CC(Sc1nncn1C)C(=O)Nc1ccc(S(N)(=O)=O)cc1 (configuration not stated)	21.5	0.1	11.4	0.4	-1.5	14.5	-1.3	14.6
O=S(=O)(Nc1cccc(-n2cnnn2)c1)c1ccccc1F	17.0	0.4	-3.4	13.2	-1.4	-1.2	-4.2	9.5
CC(=O)N1CCN(S(=O)(=O)c2ccc(S(=O)(=O)NC3CCCCC3)cc2)CC1	-6.3	11.9	7.6	4.9	3.3	9.2	-0.8	13.2
Nc1oc2ccccc2c1C(=O)Cc1ccccc1O[C@@H]1O[C@H](CO)[C@@H](O)[C@H](O)[C@H]1O	2.1	-3.9	-9.7	12.5	-2.8	-7.5	-0.6	15.9
NC(=O)CSc1nc(-c2ccccc2Cl)ns1	-25.1	0.5	7.8	-34.7	2.6	7.2	-1.2	7.6

From PubChem BioAssay
